OXTR potentiate – human OXTR potentiators, primary screen, fluorescence, CHO-OTR cells, Fluo-8 calcium; Fluo-8 calcium fluorescence, potentiator mode; 0% = oxytocin EC15, 100% = EC100; activation, % at 3 µM; Oxytocin receptor (Homo sapiens), P30559; 320,000 tested, 0.061% active;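 active = activation above that plate's cutoff, the mean activation of tested compounds plus 3 SD, cut at about 6.6% in these data, passing the limit was not always enough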;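 also: 100% uses oxytocin at 75 nM as the full agonist control; some results filed as inactive read as strong as hits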
Target sequence (P30559 whole entry, looked up): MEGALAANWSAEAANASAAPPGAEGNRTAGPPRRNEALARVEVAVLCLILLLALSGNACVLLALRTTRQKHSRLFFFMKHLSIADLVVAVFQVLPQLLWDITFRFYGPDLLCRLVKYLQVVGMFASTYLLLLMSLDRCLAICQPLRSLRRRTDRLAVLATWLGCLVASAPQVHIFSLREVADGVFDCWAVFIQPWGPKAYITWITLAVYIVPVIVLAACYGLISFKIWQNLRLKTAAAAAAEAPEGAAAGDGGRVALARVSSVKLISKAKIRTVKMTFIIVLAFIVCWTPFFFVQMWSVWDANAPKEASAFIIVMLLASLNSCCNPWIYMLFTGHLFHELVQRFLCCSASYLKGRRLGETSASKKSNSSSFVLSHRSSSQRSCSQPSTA
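System: human OTR in CHO cells / Also added: sub-maximal oxytocin, roughly EC15 / Control set: EC15 oxytocin low, 75 nM oxytocin high / Schedule: 6 min compound pre-incubation at room temperature, 100 s kinetic read / Compound: single-point 3.0 µM / Replication: singlicate / Technique: Fluo-8 calcium dye fluorescence / Read-out basis: % activation of max/min ratio relative to oxytocin controls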
CHRM1 antagonist – human M1 muscarinic receptor antagonists, primary screen, CHO-K1 cells, Fluo-8 calcium fluorescence, 1536-well; CHO-K1 hM1, ACh EC80 antagonist; inhibition, % at 3 µM; AID 588852, 2011; 360,000 tested, 1.3% active; Muscarinic acetylcholine receptor M1 (Homo sapiens), P11229;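 active = percent inhibition above its own plate's cutoff, namely the mean of that plate's compound wells plus 3 SD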;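 also: peak over basal fluorescence ratio during 140 s after agonist addition; 0% = ACh EC80 plus DMSO and 100% = DMSO alone without agonist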
V1aR counter – agonists of human V1a receptor, primary screen, counter-screen for OXTR agonist project, fluorescence, CHO-V1R cells. Vasopressin V1a receptor (Homo sapiens), P37288. Fluo-8 calcium fluorescence, agonist mode; 0% DMSO, 100% 3 nM vasopressin. 320,000 tested, 0.25% active. activation, % at 3 µM. AID 2797, 2010;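 active = activation above the mean activation of all tested compounds plus 3 SD, per screening run, cut at about 20% in these data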;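 also: signal is peak over basal fluorescence ratio across a 100 second FLIPR read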
Target sequence (P37288 whole entry, looked up): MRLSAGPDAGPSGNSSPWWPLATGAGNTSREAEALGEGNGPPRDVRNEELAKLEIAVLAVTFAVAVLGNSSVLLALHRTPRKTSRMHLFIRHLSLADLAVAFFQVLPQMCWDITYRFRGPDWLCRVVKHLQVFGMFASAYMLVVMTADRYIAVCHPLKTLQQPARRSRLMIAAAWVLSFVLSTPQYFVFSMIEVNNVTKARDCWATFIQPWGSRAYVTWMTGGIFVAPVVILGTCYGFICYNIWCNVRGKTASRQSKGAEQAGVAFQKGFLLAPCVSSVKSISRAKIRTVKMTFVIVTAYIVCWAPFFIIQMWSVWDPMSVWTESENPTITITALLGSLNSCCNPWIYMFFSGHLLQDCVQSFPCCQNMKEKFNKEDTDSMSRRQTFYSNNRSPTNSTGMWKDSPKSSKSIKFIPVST
OXTR agonist – human OXTR agonists, primary screen, fluorescence, CHO-OTR cells, Fluo-8 calcium; 320,000 tested, 0.32% active; Oxytocin receptor (Homo sapiens), P30559; AID 2435, 2010; activation, % at 3 µM; Fluo-8 calcium fluorescence; normalized: DMSO 0%, oxytocin 100%;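 active = activation above the mean of all tested compounds plus 3 SD, cutoff set per screening run, cut at about 20% in these data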;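 also: peak over basal fluorescence ratio from a 100 s FLIPR kinetic read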
TAAR1 antag – human TAAR1 antagonists, primary screen, Fluo-8 calcium fluorescence, CHO RD-HGA16 cells | AID 624466, 2012 | 360,000 tested, 1.5% active | inhibition, % at 3 µM | Trace amine-associated receptor 1 (Homo sapiens), Q96RJ0 | antagonist;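 active = inhibition above a per-plate cutoff, the mean inhibition of test compounds on that plate plus 3 SD, cut at about 49% in these data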;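 also: 0% = DMSO plus EC80 beta-PEA response and 100% = DMSO alone without agonist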
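Test system: CHO RD-HGA16 cells bearing hTAAR1 | Reagent: β-PEA, EC80 | Compound dosing: 3 µM, single point | Schedule: Dye loading 75 min at 37 °C, then 30 min room temperature | Signal: Calcium fluorescence with Fluo-8 | Evaluation: Percent inhibition of PEA-evoked calcium signal, max/basal emission ratio | Control set: DMSO-only wells and EC80 β-PEA-stimulated wells | Repeats: Singlicate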
M1 ag – human M1 muscarinic receptor agonists, primary screen, Fluo-8 calcium fluorescence, CHO-K1 cells, HTS | 360,000 tested, 0.33% active | Muscarinic acetylcholine receptor M1 (Homo sapiens), P11229 | AID 588814, 2011 | CHO-K1 hM1, agonist mode; 0% DMSO, 100% acetylcholine EC100 | activation, % at 3 µM;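 active = activation above the run's mean compound activation plus 3 SD, cut at about 16% in these data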;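 also: peak over basal fluorescence ratio within a 140 s kinetic read after compound addition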
TAAR1 ag – human TAAR1 agonists, primary screen, Fluo-8 calcium fluorescence, CHO RD-HGA16 cells. AID 624467, 2012. activation, % at 3 µM. 360,000 tested, 0.99% active. vehicle wells 0%, saturating PEA agonist 100%. Trace amine-associated receptor 1 (Homo sapiens), Q96RJ0;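 active = activation above the mean activation of all test compounds in the run plus 3 SD, cut at about 38% in these data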
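Assay system – CHO-derived RD-HGA16 cells with stable Gα16 and human TAAR1 · Compound dosing – one-point dosing at 3 µM (nominal) · Incubation – 17-24 h seeding, 75 min 37 °C dye, 30 min RT · Measured by – kinetic Fluo-8 calcium fluorescence · Control set – DMSO vehicle as 0%, PEA at EC100 as 100% · Repeats – single well for each compound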
CHRM1 PAM – human M1 muscarinic receptor positive allosteric modulators, primary screen, CHO-K1 cells, Fluo-8 calcium fluorescence, 1536-well; activation, % at 3 µM; 360,000 tested, 0.088% active; CHO-K1 hM1, ACh EC20; 0% = ACh EC20, 100% = maximal ACh; in the data active = activation above about 19%, passing the limit was not always enough
CHO parental Ca – ATP-evoked calcium signal inhibitors, parental CHO, primary screen, counter-screen for OX1R antagonist project, cell-based, fluorescence, Fluo-8 calcium dye; parental CHO-K1, ATP-induced calcium, Fluo-8 fluorescence; inhibition, % at 5.6 µM; 330,000 tested, 0.63% active; AID 463079, 2010;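 active = inhibition above that plate's mean sample inhibition plus 3 SD, cut at about 26% in these data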;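 also: 0% = ATP-challenged DMSO wells and 100% = DMSO wells without ATP; some compounds past the cut are filed as inactive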
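test system = CHO parental line | reagent = ATP stimulus | measured by = intracellular calcium via Fluo-8 no-wash fluorescent dye | control set = ATP and no-ATP DMSO wells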
An asterisk follows results filed as active; nt = no result given; & = joins results of further samples.

Results follow in this order: OXTR potentiate	CHRM1 antagonist	V1aR counter	OXTR agonist	TAAR1 antag	M1 ag	TAAR1 ag	CHRM1 PAM	CHO parental Ca
[1] O=C(c1ccsc1)N1CCCC(N2CCOCC2)C1 (stereo not given)
  -14	-10	0.2	-0.7	-14	-1	1	9	-1
[2] C/C(=N\NC(=O)Cn1ccc(C(F)(F)F)n1)c1ccc2c(c1)OCO2
  -11	4	0.3	1.1	1	-2	2	1	6
[3] CCCOc1ccc(-c2c(C(=O)N/N=C/C3CCCCC3)nnn2-c2nonc2N)cc1
  -2	-20	0.6	-0.4	-25	-4	11	9	-12
[4] CCOc1c(Br)cc(/C=C2/SC(=O)N(CC(=O)N3CCCC3)C2=O)cc1OC
  -9	-4	0.2	2.5	-10	-3	3	7	-14
[5] Cc1nc2sc3c(c2c(=O)o1)CCCC3
  0	2	-0.4	-0.6	-29	-3	6	-1	-6
[6] COc1ccccc1OCC(=O)Nc1nc(C)c(C)s1
  1	-14	1.8	1.0	8	-2	-1	11	-16
[7] CN(C/C(O)=C(\C#N)c1ccccc1)C1CCCCC1
  -3	-9	0.1	1.2	-9	-3	3	2	5
[8] CC1(C)N=C(N)N=C(N)N1c1ccc(OCC(=O)N2CCOCC2)cc1
  nt	-9	nt	nt	4	-6	0	4	nt
[9] CC(C)N1CC2(CC(c3ccccc3F)=NO2)CN1C(=O)c1ccco1 (stereo not given)
  nt	-8	nt	nt	-23	-4	0	3	nt
[10] Cc1c(-c2ccccc2Br)nc2ccccc2c1C(=O)O
  nt	-13	nt	nt	4	-1	1	8	nt
[11] O=S1(=O)C[C@@H](N2CCOCC2)[C@H](N2CCOCC2)C1
  0	-25	1.1	0.2	-4	-2	6	7	2
[12] O=C(NCc1ccc(Cl)cc1)c1ccc(CNc2c(N3CCOCC3)c(=O)c2=O)cc1
  -4	-14	2.3	-0.3	-25	1	0	6	4
[13] O=C(CN1CCC(n2nnc3cc(C(F)(F)F)ccc32)CC1)NNC(=O)c1ccco1
  -5	-3	1.1	-0.1	-3	-5	3	5	-11
[14] CCCCS(=O)(=O)NC1=NCN(CCOC(=O)c2ccccc2)CN1
  0	-18	-0.4	0.3	-5	0	5	12	6
[15] O=C(Nc1ccccc1)C1CCN(S(=O)(=O)c2ccc3c(c2)OCCO3)CC1
  -12	-5	1.7	0.5	-19	0	13	-4	-5

Overlap with the part before: 3 compounds; new compounds follow.
Results follow in this order: OXTR potentiate	CHRM1 antagonist	V1aR counter	OXTR agonist	TAAR1 antag	M1 ag	TAAR1 ag	CHRM1 PAM	CHO parental Ca
[13] O=C(CN1CCC(n2nnc3cc(C(F)(F)F)ccc32)CC1)NNC(=O)c1ccco1
  -5	-3	1.1	-0.1	-3	-5	3	5	-11
[14] CCCCS(=O)(=O)NC1=NCN(CCOC(=O)c2ccccc2)CN1
  0	-18	-0.4	0.3	-5	0	5	12	6
[15] O=C(Nc1ccccc1)C1CCN(S(=O)(=O)c2ccc3c(c2)OCCO3)CC1
  -12	-5	1.7	0.5	-19	0	13	-4	-5
[16] COc1ccccc1C(c1nnnn1Cc1ccco1)N1CCN(c2cccc(C)c2C)CC1 (stereo not given)
  -8	-2	1.2	-0.6	1	-1	1	5	-22
[17] C=C1c2cccc(C(F)(F)F)c2O[C@H](C(=O)OCC)[C@H]1OC
  nt	-7	nt	nt	-3	-6	2	1	-10
[18] O=c1oc(Nc2ccc(F)cc2)nc2ccccc12
  -9	-15	3.8	1.2	16	2	24	9	4
[19] CCOc1ccc(NC(=O)CN2CCN(CC(=O)Nc3ccc(C(=O)OC)cc3)CC2)cc1
  -4	-6	1.8	0.2	7	-3	9	8	-11
[20] CCCOc1ccc(NC(=O)C2CC(=O)N(C)C(=Nc3cccc(OC)c3)S2)cc1 (stereo not given)
  -9	-8	-1.1	-1.9	-14	-1	4	3	-11
[21] O=C1CSC(=S)N1Cc1cccnc1
  -14	0	10	5.4	26	0	10	2	-2
[22] COc1ccccc1C(=O)Nc1ccc(S(=O)(=O)N2CCCC2)cc1
  -5	1	3.1	3.1	9	-5	3	0	-11
[23] CC(C)c1ccc(Nc2nnc(SCC(=O)NCC3CCCO3)s2)cc1 (stereo not given)
  -2	-4	1.6	0.8	-1	0	1	-1	-25
[24] CCCC(=O)c1ccc(N2CCN(C(=O)c3cccs3)CC2)c(F)c1
  -23	42*	10	10	-2	-3	4	-23	-14
[25] N[C@@H](CO)c1cn([C@@H](Cc2cc3ccccc3[nH]2)C(=O)N2CCNCC2)nn1
  -5	3	-0.9	0.6	7	-2	5	4	2
[26] CC1CN(C(=O)C2CCCN2S(=O)(=O)c2ccc(Cl)cc2)CC(C)O1 (stereo not given)
  -5	-14	0.2	-0.8	9	-6	4	12	-17
[27] Cc1cccc(NC(=O)COc2ccc(Br)cc2C)n1
  -28	17	-1.1	-1.1	10	-4	17	-6	-26
[28] COc1ccc(N2CCN(C3CCCN(Cc4ccccc4OCCO)C3)CC2)cc1 (stereo not given)
  -12	-6	-0.4	-0.7	1	-9	-1	2	-5
[29] COc1ccc(-c2c(-c3cc(OC)cc(OC)c3)n(C)c3ccc(-c4ccc(S(N)(=O)=O)cc4)cc23)cc1
  -1	4	-0.3	0.5	19	-4	0	-7	6
[30] Cc1ccc(NS(=O)(=O)c2ccc(C)c(C(=O)N3CCOCC3)c2)cc1
  2	-2	-0.2	-1.2	-1	-2	5	2	-6
[31] O=S(=O)(NCc1ccccc1)c1cccc(S(=O)(=O)N2CCOCC2)c1
  -4	-9	1.6	2.3	3	-4	2	8	9
[32] C=CCn1c(-c2cccnc2Cl)nc2ccccc21
  2	-13	-1.0	-1.0	9	-8	1	12	-12
[33] CNc1nc(NC)nc(-n2c(C(F)(F)F)nc3ccccc32)n1
  6	1	-0.2	-1.6	4	-4	4	-1	-11
[34] COc1cc(/C=N/NS(=O)(=O)c2ccc(Br)cc2)ccc1O
  -2	-8	0.7	0.5	-25	1	3	4	-3
[35] CN1CCN(c2nc3c(c(=O)n(C)c(=O)n3C)n2Cc2ccccc2Cl)CC1
  -7	57*	-0.5	-0.9	-5	-10	0	-28	-4
[36] CCOC(=O)c1c(CN2CCCCC2)oc2ccc(OC)cc12
  -3&-3	9&10	-0.9&-1.1	-0.6&-1.4	6&-1	-7&-6	18&1	-7&-2	-17&-18
[37] NS(=O)(=O)c1ccc(C(=O)O)cc1
  -15	-33	0.3	-0.3	-15	0	2	7	-4
[38] COCCn1c(SC(C(=O)Nc2cc(C)ccc2OC)c2ccccc2)nnc1-c1ccc(Cl)cc1 (stereo not given)
  -4	-10	0.1	-1.9	0	-3	0	8	-37
[39] C=CC[C@H](CC(=O)N(CCO)Cc1ccccc1)C(=O)N[C@@H](COC(=O)[C@@H](CC=C)CC(=O)OC(C)(C)C)Cc1c[nH]c2ccccc12
  -9	23	0.9	-1.6	68*	-4	22	-12	-6
[40] Cn1c(Cc2ccccc2)nnc1SCC(=O)Nc1ccccc1N1CCOCC1
  -6	-9	-0.8	-1.2	-1	-4	1	7	-17
[41] O=C(CCc1ccccc1Cl)Nc1cccc(S(=O)(=O)N2CCCC2)c1
  -3	-5	2.4	-1.8	-17	-3	2	3	-19
[42] C[C@@H]1CN([C@H](C)CO)C(=O)CCCn2nncc2CO[C@H]1CN(C)S(=O)(=O)c1cccs1
  nt	-4	nt	nt	-15	-8	0	4	nt
[43] COCCN(C(=O)C1CC1)c1nnc(-c2cccc(C)c2)s1
  -14	6	0.9	-0.6	-6	-3	5	-4	-12
[44] O=C(CCS(=O)(=O)c1cccc2nonc12)N1CCCc2ccccc21
  -5	-2	0.0	-1.7	-4	-4	7	4	0
[45] CC(C)OCCCNc1ncnc2c1nc1n2CCCC1
  nt	-2	nt	nt	-15	3	-1	-1	nt
[46] CCOC(=O)Cc1csc(SCC(=O)Nc2cccc(C#N)c2)n1
  -7	2	2.6	1.7	18	-2	8	2	-10
[47] O=C(NCCS(=O)(=O)N1CCN(c2ccccc2F)CC1)c1ccc(F)c(F)c1
  -6	-12	-1.2	-0.8	-3	-2	0	5	-20
[48] Cc1nn(-c2ccccc2)c(Cl)c1C(=O)N1CCN(C)CC1
  -16	-7	-0.9	0.6	7	-2	7	8	-18
[49] COc1ccccc1-c1nnc(NC(=O)C(C)SC2=NCCS2)s1 (stereo not given)
  -6	-15	3.0	2.5	3	4	12	0	-11
[50] COc1ccccc1C(=O)NCCN1CCN(c2ccccc2)CC1
  3	-24	-0.2	-0.2	-23	-5	1	9	-17
[51] CC1CCCN(S(=O)(=O)c2ccc(N(C(=O)c3cnccn3)C(C(=O)NC3CCCCC3)c3cccs3)cc2)C1 (stereo not given)
  -7	-8	-1.0	-2.9	2	-4	-1	5	-25
[52] COc1cc(OC)c2c(-c3ccccc3)cc(=O)oc2c1C(CCN1CCOCC1)c1ccc2c(c1)OCO2 (stereo not given)
  nt	7	nt	nt	3	0	12	10	-2
[53] COc1ccccc1C(C)NC(=O)c1cc(S(=O)(=O)N2CCCCC2)ccc1C (stereo not given)
  -8	-7	-0.1	-1.6	-18	-1	-5	14	-26
[54] Cc1cc(=O)[nH]c(SCc2nc3ncccn3c2Br)n1
  0	7	-0.5	-0.3	2	-2	8	-5	-1
[55] COCCCNC(=O)c1ccc(-n2nc(C(F)(F)F)cc2-c2cccs2)cc1
  -13	4	-1.3	-2.4	12	0	6	4	-6
[56] COc1ccccc1NC(=O)c1cc(S(=O)(=O)NC2CCCC2)ccc1F
  -10	-8	-0.2	-2.2	-1	-5	-2	6	-9
[57] CCOc1ccc(NC(=O)NCCCCc2ccccc2)cc1
  -1	6	1.1	-0.7	-18	-2	-2	-1	-11
[58] O=c1/c(=C/c2ccco2)sc2n1CN(c1ccccc1)CN=2
  -6	-4	0.2	0.1	8	-3	3	4	-10
